Bioassay records from PubChem BioAssay.
E coli WT inh – blocks growth of wild type E. coli BW25113; E. coli BW25113 growth inhibition, OD600; inhibition, % at 10 µM; actives 0.05% (n = 20,000); AID 552; in the data active means inhibition above about 40%;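 further: bacteria exposed to compound for 20 hours at 37 °C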
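System: bacterial strain in a whole-cell growth screen; medium: LB broth with 50 µg/mL kanamycin; detection: absorbance at 615 nm; schedule: 20 h exposure, 37 °C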
* = called active by the depositor.

SMILES | E coli WT inh
COC(=O)CN(C)C1CC(=O)N(c2ccc(Cl)cc2)C1=O (centres undefined) | -22
COc1ccc(CNC(=O)C2COc3ccccc3O2)cc1 (centres undefined) | -21
CCOC(=O)c1cccc(NC(=O)CS(=O)(=O)Cc2nc(-c3cccc(OC)c3)oc2C)c1 | 13
CN(c1ccc(C(=O)NCCSC(C)(C)C)cc1)S(C)(=O)=O | -11
COc1cccc(NC(=O)N(CCCN2CCOCC2)C(C)c2cc3cccc(OC)c3o2)c1 (centres undefined) | -5
COC(=O)c1[nH]c(C)c(/C(O)=C2\C(=O)C(=O)N(CCCN3CCOCC3)C2c2ccccn2)c1C (centres undefined) | -2
COc1ccc(CCNC(=O)CSc2nnnn2-c2ccccc2OC)cc1OC | -1
O=C(NCc1ccccc1)c1ccc(-c2ccccc2F)o1 | -21
O=C(NCCCn1ccnc1)c1cc2c(s1)CCCCC2 | -21
FC(F)(F)c1cc(-c2ccco2)nc(N2CCOCC2)n1 | -3
COc1c(S(=O)(=O)n2nc(C)cc2C)ccc(Cl)c1Cl | 6
CCN(CC)C(=O)N1CCN(S(=O)(=O)c2ccc(C)c(C)c2)CC1 | 1
CC(=O)c1c(C)[nH]c(C(=O)N2CCN(C(=O)c3ccco3)CC2)c1C | 0
CC(O)CCC(=O)NCCNC(=O)CCC(C)O (centres undefined) | 5
CCN1CCN(CCCNC(=O)c2cc3sccc3n2CC)CC1 | 7
CCCOc1cc(C)c(S(=O)(=O)N2CCN(C)CC2)cc1C | -9
COCCN1C(=O)C(=O)/C(=C(/O)c2cccc(S(=O)(=O)N(C)C)c2)C12C(=O)N(C)c1ccccc12 (centres undefined) | 4
COc1cccc(NC(=O)CNC(=O)c2cccs2)c1 | 7
CNC(=O)Nc1cccc(C(F)(F)F)c1 | -2
N#CC1=C(SCC(=O)NCc2ccccc2)NC(=O)CC1c1ccco1 (centres undefined) | 1
CCOc1ccc2[nH]c(O)c(NC(C)=O)c2c1 | -3
O=C(Cc1c(O)c2ccccc2[nH]c1=O)NCc1ccc(F)cc1 | -4
COc1cccc(N2C(=O)C3CC=C(Cl)CC3C2=O)c1 (centres undefined) | 6
Cc1ccccc1-c1cc(-c2ccccc2O)n[nH]1 | -8
Cc1c(F)cccc1NC(=O)CCC(=O)O | -18
O=C1CC(c2ccc(Cl)cc2)n2nc(N3C(=O)c4ccccc4C3=O)nc2N1 (centres undefined) | -4
Cc1ccc(C)c(OCCCN2CCCC2)c1 | -27
CC1Cc2nc(SCC(=O)N3CCCc4ccccc43)n(C)c(=O)c2S1 (centres undefined) | -1
Cc1ccc(-c2nnc(SCC(=O)N3CC(C)CC(C)C3)o2)cc1C (centres undefined) | 9
O=C(Cn1nnc2c(cnn2-c2ccc(F)cc2)c1=O)c1ccccc1F | -2

Grouped by structure: the compounds so far with a CF3 group (two)
SMILES | E coli WT inh
FC(F)(F)c1cc(-c2ccco2)nc(N2CCOCC2)n1 | -3
CNC(=O)Nc1cccc(C(F)(F)F)c1 | -2

(cont.)
SMILES | E coli WT inh
COc1cccc(C2C=C(c3ccc(OC)cc3OC)Nc3nnnn32)c1 (centres undefined) | -21
CCc1[nH]nc2c1C(c1cccc(OC(=O)N3CCOCC3)c1)C(C#N)=C(N)O2 (centres undefined) | 2
Cc1c(C(=O)NCCN2CCOCC2)oc2ccccc12 | -23
COc1ccccc1C1(CC(=O)N2CCOCC2)CCOC(C(C)C)C1 (centres undefined) | -2
COc1ccc2cc3cc(C(=O)NCC4CCCO4)oc3nc2c1 (centres undefined) | 7
CCOC(=O)N1CCC(NC(=O)c2ccc3c(c2)N(CC)CCS3)CC1 | 0
O=C(CSc1nc2ccsc2c(=O)n1NC(=O)c1ccccc1)Nc1nccs1 | -1
CC(=O)c1cc2c(cc1NS(=O)(=O)c1ccc(C)cc1)OCCO2 | -15
Cc1noc(C)c1S(=O)(=O)N1CCN(Cc2ccc3c(c2)OCO3)CC1 | 1
CCOC(=O)C1=C(C)N(C)C(=O)NC1c1ccccc1OC (centres undefined) | -3
Cc1ccc(S(=O)(=O)Cc2ccc(C(=O)NCCCN3CCN(C)CC3)o2)cc1 | -5
CCN(CC)S(=O)(=O)c1ccc(OC(C)C)nc1 | -13
Fc1cccc(NCc2cn3ccccc3n2)c1 | -2
CCCCn1c(S(=O)(=O)O)nc2ccccc21 | -11
Cc1cccc(OCC(O)CN2C(C)(C)CC(O)CC2(C)C)c1C (centres undefined) | -8

Brought forward from above: five entries, then new ones.
SMILES | E coli WT inh
Cc1ccc(S(=O)(=O)Cc2ccc(C(=O)NCCCN3CCN(C)CC3)o2)cc1 | -5
CCN(CC)S(=O)(=O)c1ccc(OC(C)C)nc1 | -13
Fc1cccc(NCc2cn3ccccc3n2)c1 | -2
CCCCn1c(S(=O)(=O)O)nc2ccccc21 | -11
Cc1cccc(OCC(O)CN2C(C)(C)CC(O)CC2(C)C)c1C (centres undefined) | -8
c1ccc(N2CC[N+]3(CCCC3)CC2)nc1 | -16
C=CCn1c(-c2ccccc2)c[nH]c1=S | -1
CCc1cccc(C)c1NC(=O)CSc1nnc(-c2cc3cc(Br)ccc3o2)n1CC | -8
Clc1ccccc1-c1nnc2sc(C3COc4ccccc4O3)nn12 (centres undefined) | 6
Cc1cc(-n2c(C)cc(C(=O)CSc3nnnn3-c3ccc(Cl)cc3)c2C)no1 | -2
NS(=O)(=O)c1cc2c(cc1Cl)NC=NS2(=O)=O | -4
O=c1[nH]c(NCc2ccccc2)nc2c1CCCC2 | 1
COC(=O)C1CCN(C(=O)c2c(-c3ccccc3Cl)noc2C)CC1 | 5
COc1ccc(N2C(=O)C(Cl)=C(Nc3c(C)n(C)n(-c4ccccc4)c3=O)C2=O)cc1 | 7
CCOC(=O)c1ccc(NC(=O)CSc2ncccn2)cc1 | -6
Cc1ccc(-c2cc(C(=O)NCCCN3CCOCC3)no2)cc1 | -22
C=CCn1c(SCc2cccc(C#N)c2)nnc1-c1ccccc1O | 4
Cc1occc1C(=O)Nc1nnc(C2CCCCC2)s1 | 0
O=C(COc1ccc(CO)cc1)Nc1ccc(F)cc1 | -13
Cc1ccc(N(C(=O)c2ccncc2)C2C=CS(=O)(=O)C2)cc1 (centres undefined) | 6
O=C(O)CC1Sc2nc3ccccc3n2C1=O (centres undefined) | 1
C=CCC1c2cccc(C(=O)O)c2C(=O)N1c1ccc(F)cc1 (centres undefined) | -5
CCSc1ccccc1C(=O)Nc1nncs1 | -12
Cc1ccccc1OCC(O)Cn1c(NCc2ccco2)nc2c1c(=O)n(C)c(=O)n2C (centres undefined) | -25
CCCOc1ccc(OCCSc2ncccn2)cc1 | 0
COc1ccc(C)cc1N(CC(=O)Nc1cccc(N(C)S(C)(=O)=O)c1)S(C)(=O)=O | -23
CCOC(=O)N1CCN(CC(=O)c2c(C)[nH]c3ccccc23)CC1 | 9
COc1ccc(C(=O)N2CCN(C3CCC(c4ccccc4)CC3)CC2)cc1OC (centres undefined) | 5
CN1CCC(NC(=O)Cc2c(F)cccc2Cl)CC1 | -4
O=c1cc(COn2nnc3ccc(C(F)(F)F)cc32)nc2sccn12 | -3
CCN1CCN(C(=O)c2cc3nc(-c4ccccc4)cc(C(F)(F)F)n3n2)CC1 | -15
CCOC(=O)C1=C(C)Nc2ncnn2C1c1cc(OC)ccc1OC (centres undefined) | -2
O=C(Nc1nnc(-c2ccccc2Cl)o1)c1ccco1 | 1
COc1cc2c(cc1OC)-c1nnc(-c3cccs3)n1C(C)(C)C2 | 0
Cc1cc(NS(=O)(=O)c2ccc(NC(=O)Cc3cccs3)cc2)no1 | -12
Cc1noc(C)c1C(=O)NCc1ccco1 | 3
CC(C)N=c1cc2n(-c3ccc(Cl)cc3)c3ccccc3nc-2cc1Nc1ccc(Cl)cc1 | 7
CC(C)(C)NC(=O)Nc1ccccc1C(N)=O | 7
O=c1c2c(nc3c(-c4cccc5ccccc45)c[nH]n13)CCC2 | -1
O=C(c1ccc(O)cc1)c1ccc(C(=O)O)c(C(=O)O)c1 | -8
Clc1ccc(Cc2noc(Cc3ccccc3)n2)cc1Cl | -14
NNC(=O)c1ccncc1 | -3
c1ccc(CCc2nc(-c3ccccn3)no2)cc1 | 5
CC1CC(=O)C=C(O)C1C(=O)OC(C)(C)C (centres undefined) | -2
O=C(NC1CCS(=O)(=O)C1)c1cccc(S(=O)(=O)N2CCCCC2)c1 (centres undefined) | -18
CC(=O)c1cccc(NC(=O)NC(C)C2CCCO2)c1 (centres undefined) | -9
CCOC(=O)N1CCN(C(=O)CN(Cc2ccc(Cl)cc2)S(C)(=O)=O)CC1 | -22
O=C(COC(=O)CCc1c[nH]c2ccccc12)NC1CCS(=O)(=O)C1 (centres undefined) | -3
CCC(=O)N1CCN(c2ccccc2NC(=O)Cc2ccccc2)CC1 | -13
O=C(O)COc1ccc(S(=O)(=O)NCCc2ccccc2)cc1 | 7
O=C(NC1CCCC1)c1ccc(COCC(F)(F)F)o1 | 1
O=C(CN1C(=O)COc2ccccc21)NCCCN1CCN(Cc2ccccc2)CC1 | 1
CNC(=O)c1ccc(N(Cc2ccccc2C)S(C)(=O)=O)cc1 | 3
CC12CN3CC(C)(CN(C1)C3c1cc(Br)ccc1O)C2=O (centres undefined) | -1
CCC(c1nnnn1Cc1ccco1)N(CCc1ccccc1)Cc1cc2cccc(C)c2[nH]c1=O (centres undefined) | -5
CC(C)OCCCNS(=O)(=O)c1ccc2c(c1)OCCO2 | -2
Cc1cccc(N(C)C(=O)c2coc(=O)c3ccccc23)c1 | 9
COc1cccc(C2C(C(=O)c3cc4cccc(OC)c4o3)=C(O)C(=O)N2c2cc(C)on2)c1OC (centres undefined) | -2
O=C(NC1CCCC1)c1c[nH]c2ccc(F)cc2c1=O | 1
O=c1cc(NCc2ccccc2)nc2n1CCCS2 | 8
CCn1ncc(C2=NOC(C(=O)NCc3ccc(Cl)cc3)C2)c1C (centres undefined) | 0
C=CCn1c(SCc2ccc3nonc3c2)nnc1-c1cccs1 | -2
CCOc1ccc(N2C(=O)CC(N3CCN(c4ccccc4F)CC3)C2=O)cc1 (centres undefined) | -13
CN(Cc1ccccc1)c1nc2c(c(=O)[nH]c(=O)n2C)n1Cc1ccccc1Cl | -3
O=C(CCN1C(=O)c2ccccc2C1=O)OCN1C(=O)c2ccccc2C1=O | 10

Reprinted from the part before: 7 entries, then new ones.
SMILES | E coli WT inh
O=C(NC1CCCC1)c1c[nH]c2ccc(F)cc2c1=O | 1
O=c1cc(NCc2ccccc2)nc2n1CCCS2 | 8
CCn1ncc(C2=NOC(C(=O)NCc3ccc(Cl)cc3)C2)c1C (centres undefined) | 0
C=CCn1c(SCc2ccc3nonc3c2)nnc1-c1cccs1 | -2
CCOc1ccc(N2C(=O)CC(N3CCN(c4ccccc4F)CC3)C2=O)cc1 (centres undefined) | -13
CN(Cc1ccccc1)c1nc2c(c(=O)[nH]c(=O)n2C)n1Cc1ccccc1Cl | -3
O=C(CCN1C(=O)c2ccccc2C1=O)OCN1C(=O)c2ccccc2C1=O | 10
C=CCSc1nnc(C)n1-c1ccc(Cl)cc1 | -24
COc1ccc(-n2nc(C(=O)NCC(=O)NCC3CCCO3)c3ccccc3c2=O)cc1 (centres undefined) | 4
COc1ccc(-c2nc(CSCC(=O)NCc3ccc4c(c3)OCO4)c(C)o2)cc1OC | 3
Cc1cc(C)cc(NC(=O)CCNS(=O)(=O)c2ccc3c(c2)oc(=O)n3C)c1 | 1
Cc1csc(NC(=O)CCS(=O)(=O)c2ccc(Br)cc2)n1 | 10
Cc1ccc(-c2nnn(CC(=O)N(Cc3cccs3)C(C(=O)NC(C)(C)C)c3ccc(C)o3)n2)o1 (centres undefined) | -2
Cc1cc(Nc2ccc(N3CCC(C)CC3)cc2)n2ncnc2n1 | 11
COc1cccc(NC(=O)COC(=O)c2ccco2)c1 | 3
CCN1CCC(NC(=O)c2cc(OC)c(OC)cc2OC)CC1 | -13
COC(=O)c1ccc(-c2nn(C)c(=O)c3ccccc23)cc1 | -2
CCNC(=O)N(C)c1nncnc1C(=O)NC | -2
COc1cc2nc(N3CCN(C(=O)C4CCCO4)CC3)nc(N)c2cc1OC (centres undefined) | 5
Oc1cccc(-c2nc3ccccc3s2)c1 | -11
O=C(O)CCSc1nc2ccccc2s1 | 4
COCc1nnc(NC(=O)c2cccs2)s1 | -20

Quoted from the results shown, 3 compounds:
SMILES | E coli WT inh
Cc1ccc(-c2nnn(CC(=O)N(Cc3cccs3)C(C(=O)NC(C)(C)C)c3ccc(C)o3)n2)o1 (centres undefined) | -2
Cc1cc(Nc2ccc(N3CCC(C)CC3)cc2)n2ncnc2n1 | 11
COc1cccc(NC(=O)COC(=O)c2ccco2)c1 | 3

Carrying on.
SMILES | E coli WT inh
Nc1nc(-c2cccnc2)nn1C(=O)c1ccco1 | -15
COC(=O)c1ccc(N2C(=O)CC(N3CCN(C(=O)c4ccco4)CC3)C2=O)cc1 (centres undefined) | 18
CN(C)C(=O)Nc1ccc(F)cc1F | -14
OC(COc1ccc2ccccc2c1Br)Cn1ccnc1 (centres undefined) | -8
CC1(C)OC(=O)C(=CNC(CCC(N)=O)C(=O)O)C(=O)O1 (centres undefined) | -3
Cc1cccn2cc(CNc3ccccc3)nc12 | 2
Cc1ccc(-n2c(N)c(C(=O)N3CCCCC3)sc2=S)cc1 | -21
CC(=O)c1cnc(Nc2nc(C)c3cc(C)ccc3n2)nc1C | -18
CCc1noc(C)c1C(=O)Nc1sc(C(=O)N(C)C)c(C)c1C(=O)OC | -18
Cc1sc(NC(=O)CSc2nnc(-c3ccc(F)cc3)o2)c(C#N)c1C | -31
CCCCCc1c(C)nc(SCC(=O)O)[nH]c1=O | 2
CCCCOC(=O)c1[nH]c2c(c1C)C(=O)CC(c1cc(OC)c(OC)c(OC)c1)C2 (centres undefined) | 10
CCOC(=O)c1ccc(NS(=O)(=O)c2ccc3[nH]c(=O)[nH]c3c2)cc1 | -23
O=C(O)C(c1ccccc1)N1CCCC1 (centres undefined) | 4

Not all compounds are listed; the hit share may differ from the screen's.
